# HTR5A ag = HTR5A agonists in luminescence cell assay, primary screen, counter-screen for OPRM1-OPRD1 heterodimer agonist project, full-deck HTS. cell-based. activation, % at 9.3 µM. 340,000 tested, 0.61% active. 5-hydroxytryptamine receptor 5A (Homo sapiens), P47898; in the data active means activation mostly above about 9.5%, no sharp cut-off; inactive means mostly below about 7.6%;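 further: 0% = cells with vehicle only and 100% = reference agonist; strong numbers were not always called active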
# HTR5A inv ag = HTR5A inverse agonists in luminescence cell assay, primary screen, counter-screen for OPRM1-OPRD1 heterodimer inverse agonist project, full-deck HTS. 340,000 tested, 0.083% active. HTR5A cell line, inverse agonism. inhibition, % at 9.3 µM; in the data active means inhibition mostly above about 23%, no sharp cut-off; inactive means mostly below about 18%;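 further: 0% = cells with DMSO and 100% = no-cell wells with DMSO; some compounds called inactive have numbers as strong as hits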
# MOR-DOR ag = agonists of OPRM1-OPRD1 heterodimerization, primary screen, cell-based, luminescence; activation, % at 9.3 µM; Mu-type opioid receptor (Homo sapiens) + Delta-type opioid receptor (Homo sapiens), …; cells; 340,000 tested, 0.3% active; in the data active means activation above about 18%;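 further: 0% = vehicle-treated cells and 100% = reference agonist; values of inactives mirror those of a sister screen read the other way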
# Target sequence (P35372 whole entry, looked up): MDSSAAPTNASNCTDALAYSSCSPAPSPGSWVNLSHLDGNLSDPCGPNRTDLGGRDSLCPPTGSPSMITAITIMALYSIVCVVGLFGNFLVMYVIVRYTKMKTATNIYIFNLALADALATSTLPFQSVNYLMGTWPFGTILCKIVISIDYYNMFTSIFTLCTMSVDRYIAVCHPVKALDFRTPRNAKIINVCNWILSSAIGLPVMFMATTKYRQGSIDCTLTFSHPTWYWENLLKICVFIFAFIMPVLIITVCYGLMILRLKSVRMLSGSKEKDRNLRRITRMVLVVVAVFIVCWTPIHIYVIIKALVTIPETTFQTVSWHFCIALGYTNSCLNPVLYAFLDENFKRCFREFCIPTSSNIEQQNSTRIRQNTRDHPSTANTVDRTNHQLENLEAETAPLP
# Target sequence (P41143 whole entry, looked up): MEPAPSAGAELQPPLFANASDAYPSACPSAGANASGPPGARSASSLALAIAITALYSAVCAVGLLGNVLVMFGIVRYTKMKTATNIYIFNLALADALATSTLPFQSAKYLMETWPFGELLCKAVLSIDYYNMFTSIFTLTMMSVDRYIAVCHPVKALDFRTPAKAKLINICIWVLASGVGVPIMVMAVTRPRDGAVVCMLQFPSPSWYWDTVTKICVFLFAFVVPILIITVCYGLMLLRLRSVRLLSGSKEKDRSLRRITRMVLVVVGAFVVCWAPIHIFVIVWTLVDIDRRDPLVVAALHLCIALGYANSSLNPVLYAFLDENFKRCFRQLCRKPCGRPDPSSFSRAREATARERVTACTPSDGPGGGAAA
# RTF Ca sens inh = cardiac RTF calcium sensitivity inhibitors, primary screen, biochemical, IANBD-TnC fluorescence, EC70 calcium; Troponin I, cardiac muscle (Homo sapiens) + Troponin T, cardiac muscle (Homo sapiens) + …; IANBD-labeled cardiac RTF, Ca2+ fluorescence; inhibition, % at 7.15 µM; 340,000 tested, 0.12% active;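 active means inhibition above the mean inhibition of all tested compounds plus 3 SD, cut at about 17% in these data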;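 further: assay run at fixed EC70 calcium of 1.6 mM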
# Keap1 Nrf2 FP = Keap1-Nrf2 protein-protein interaction inhibitors, primary screen, biochemical, fluorescence polarization, single point; 340,000 tested, 0.15% active; Keap1 Kelch-Nrf2 peptide fluorescence polarization, 1536-well; Kelch-like ECH-associated protein 1 (Homo sapiens), Q14145; inhibition, % at 9.4 µM; in the data active means inhibition above about 12%;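 further: human Keap1 Kelch domain with fluorescein labeled Nrf2 9mer peptide probe; 0% = neutral control wells and 100% = peptide positive control; higher means more block of Keap1 binding to Nrf2 peptide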
# OPRM1-OPRD1 inv = inverse agonists of MOR-DOR heterodimerization, primary screen, cell-based, luminescence | Mu-type opioid receptor (Homo sapiens) + Delta-type opioid receptor (Homo sapiens), … | cell-based MOR-DOR heterodimer luminescence, inverse agonism | inhibition, % at 9.3 µM | 340,000 tested, 0.21% active; in the data active means inhibition above about 22%, passing the limit was not always enough;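 further: 0% = cells with DMSO and 100% = wells without cells with DMSO; values of inactives mirror those of a sister screen read the other way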
# C-LANA FP = inhibitors of KSHV C-LANA binding to DNA, primary screen, biochemical, fluorescence polarization, FAM-LBS DNA, MBP-C-LANA, single point; Kaposi's sarcoma herpesvirus LANA C-terminal domain (residues 932-1162) DNA binding; inhibition, % at 9 µM; 340,000 tested, 0.078% active; AID 504423, 2011;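 active means highest replicate inhibition at or above 60% at 9 µM, even if other replicates fall short; inactive means all replicates below 60% inhibition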;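 further: 0% = neutral control wells and 100% = 4 µM acridine orange control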
# CAL-PDZ inh HTS = untagged CAL PDZ binding inhibitors, primary screen, biochemical, fluorescence polarization, HTS; inhibition, % at 24.9 µM; AID 602252, 2012; purified CAL PDZ, TMR-peptide fluorescence polarization, 1 h; 300,000 tested, 0.92% active; Golgi-associated PDZ and coiled-coil motif-containing protein (Homo sapiens), Q9HD26;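 active means mean inhibition of at least 30% with at least half of replicates also reaching 30%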;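 further: 0% = DMSO neutral control and 100% = excess unlabeled competitor peptide PRC23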
# cardiac RTF act = cardiac RTF calcium sensitivity activators, primary screen, biochemical, IANBD-TnC fluorescence, EC20 calcium; IANBD-labeled TnC RTF fluorescence at EC20 calcium; 0% EC20 calcium, 100% full calcium; 340,000 tested, 0.24% active; activation, % at 7.2 µM; AID 493008, 2010; Troponin I, cardiac muscle (Homo sapiens) + Troponin T, cardiac muscle (Homo sapiens) + …;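 active means activation above the mean over all tested compounds plus 3 SD, cut at about 30% in these data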;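 further: rise in fluorescence read as greater calcium sensitivity of cardiac thin filaments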
# V-ATPase pHluor = regulators of yeast V-ATPase proton pumping, primary screen, pHLuorin cytosolic pH fluorescence; 350,000 tested, 0.37% active; S. cerevisiae; AID 504577, 2011; response, % at 10 µM; in the data active means response mostly above about 7.3%, no sharp cut-off; inactive means mostly below about 5.4%; further: actives read high; inactives centre near 0; some compounds called inactive have numbers as strong as hits; reference of the scale not given here
# Numbers without * were called inactive; · = no result given.
SMILES,HTR5A ag,HTR5A inv ag,MOR-DOR ag,RTF Ca sens inh,Keap1 Nrf2 FP,OPRM1-OPRD1 inv,C-LANA FP,CAL-PDZ inh HTS,cardiac RTF act,V-ATPase pHluor
CCCCc1nc(SCCN2CCOCC2)c2c(=O)n(C)c(=O)n(C)c2n1,7.2,-38.4,-0.5,-6.5,-8.6,2.3,-1.4,-5.0,-1.4,2.1
Cc1cc(=O)oc2c(CN3CCCC3)c(O)c(Cl)cc12,1.4,-5.3,-1.8,-7.3,2.4,7.8,5.1,-1.5,7.1,0.1
Cc1cc(C)nc(N/N=C/c2cccc3ccccc23)n1,1.5,-17.0,-0.3,-0.4,2.8,2.2,0.7,-2.3,-4.4,5.4
COc1ccc(/C=N/NC(=O)c2cc(-c3ccc4c(c3)OCO4)n[nH]2)cc1OC,-0.2,-6.8,4.0,-1.5,-9.2,-20.6,0.1,-4.6,1.8,7.6
CC(C)CC(=O)Nc1ccc(Oc2ccc(NC(=O)CC(C)C)cc2)cc1,4.0,-10.7,1.8,-5.4,-2.2,-10.9,-2.1,0.6,-1.5,3.7
c1ccc2[nH]c(SCc3cn4cccnc4n3)nc2c1,-0.1,-1.7,-0.3,-3.3,-1.8,2.4,0.3,2.5,3.0,2.7
CCOC(=O)N1CCN(S(=O)(=O)c2ccc(F)cc2)CC1,-2.0,-5.9,-0.1,-13.1,-3.9,0.6,-1.0,-3.9,-4.8,4.3
COC(=O)c1ccc(Sc2ccc(Cl)cc2)c(N)c1,7.3,-23.7,1.6,-2.1,-0.4,-8.5,-0.7,·,-4.3,-2.8
COC(=O)[C@@]12CCCCN1[C@H](c1ccc(-c3ccc(OC)cc3)cc1)[C@@H]1C(=O)N(C)C(=O)[C@@H]12,5.3,-14.3,4.6,-9.5,-3.9,-26.9,1.7,-1.9,0.4,1.7
O=C(NC1(C(F)(F)F)C(=O)Nc2c1c(=O)[nH]c(=O)n2-c1ccccc1)c1cccnc1 (configuration not stated),-2.5,-6.5,-3.0,-5.8,0.2,13.7,0.1,·,1.6,3.5
COc1ccc(C(=O)C2CCCN(C(=O)CCc3scnc3C)C2)c(C)c1 (configuration not stated),3.2,-18.0,0.2,-10.5,-1.1,-1.1,-0.6,-1.4,2.1,0.5
COc1ccc(/C=C/C(=O)Nc2cc(C)nn2-c2nc3ccccc3n2Cc2cccc([N+](=O)[O-])c2)cc1,2.3,16.4,-3.0,-10.7,-5.6,14.9,-0.2,-2.4,-8.4,-1.0
Cc1ccc(S(=O)(=O)NCC(C)n2nc(C)cc2C)cc1 (configuration not stated),0.3,2.9,0.4,-13.9,2.5,-2.3,-2.5,-2.7,-4.7,-3.2
Cc1c2c(nc3c(C(=O)NC4CCCC4)cnn13)CCCC2,0.8,-35.2,-2.2,-4.8,-5.3,12.0,-0.6,-2.4,-6.5,-2.9
O=C(Nc1ccccc1)c1ccc[nH]1,-3.2,7.8,-0.4,1.5,-1.0,2.8,-1.1,-4.3,1.0,-2.7
O=C(COc1ccccc1)Nc1nnc(C23CC4CC(CC(C4)C2)C3)s1,-1.3,-12.7,-0.6,3.7,2.0,3.5,1.0,·,6.2,5.2
CCOc1ccc(OCC)c(NC(=O)c2nnn(CC(=O)Nc3cc(C)cc(C)c3)c2N)c1,2.3,-9.3,6.4,-3.2,0.1,-34.1,-1.1,·,-5.7,-2.5
O=C(Nc1ccccn1)c1ccc2c(=O)n3c(nc2c1)CCCCC3,2.9,-7.9,-2.9,1.1,-1.8,12.1,-3.3,-2.7,-3.8,2.0
Cc1cccc(N2CCN(CC(=O)NCc3ccc(Cl)cc3)CC2)c1C,-1.5,5.5,6.7,2.7,-3.6,-31.9,2.1,0.6,3.8,-2.9
OC(COc1ccccc1Br)CN1CCNCC1 (configuration not stated),0.3,-1.1,-1.1,-0.3,1.6,5.5,0.5,-2.0,0.6,-1.9
Cc1ccc(NC(=O)c2ccco2)nc1,5.7,8.3,1.6,-1.4,-2.9,-10.2,0.0,-0.3,4.6,6.4
CSCCC(NC(=O)c1ccco1)C(=O)Nc1cc(C)ccn1 (configuration not stated),-0.4,0.9,-2.1,1.6,5.3,11.5,-2.9,-6.7,7.4,0.6
COCCSc1nnc(NC(=O)c2cc(OC)c(OC)cc2[N+](=O)[O-])s1,-6.1,15.0,-2.0,-3.0,-0.9,10.6,-0.6,-2.6,-0.1,-1.2
CN(C)/C=C(\c1cnc(Cl)s1)S(=O)(=O)c1ccccc1,12.4,-19.8,-3.2,9.9,-0.2,17.4,1.5,·,1.7,4.7
CCCCn1c(SCC(=O)N2CCOCC2)nnc1-c1cccs1,-1.4,15.0,-2.3,5.7,-3.7,12.2,-0.9,-3.9,-4.2,0.3
Cc1cccc(C)c1OCCOC(=O)c1cccc(S(=O)(=O)N2CCOCC2)c1,-0.2,8.3,-4.6,4.8,-2.5,18.5,-1.6,-2.0,-2.2,-2.2
O=C1CC(c2ccccc2)CN1C(=O)c1cccc([N+](=O)[O-])c1 (configuration not stated),0.1,-0.2,-0.2,6.4,1.5,0.9,1.8,1.5,3.6,-1.4
CCOc1ccc2nc(NC(=O)CN3CCOCC3)sc2c1,-1.5,4.0,-2.7,5.9,2.1,12.8,-1.5,4.1,-0.9,-3.0
O=C(CCCOc1ccc(Cl)cc1Cl)Nc1nnc(C2CC2)s1,1.4,5.0,-0.1,-3.2,-1.9,0.3,1.6,-1.5,-1.5,-0.2
Cc1cc(OCC(=O)c2ccc(F)cc2)ccc1N1C(=O)CCC1=O,2.7,-5.4,-1.5,-10.5,1.8,6.2,1.3,18.1,-1.2,1.9
O=C(NCc1ccc2c(c1)OCO2)C(=S)N1CCOCC1,1.1,-3.0,0.6,-5.9,-1.1,-2.7,-1.1,-1.0,-1.2,-3.6
CCOC(=O)C1CCN(C(=O)CCNC(=O)Cn2ccc3ccccc3c2=O)CC1,4.0,-30.7,-2.0,2.2,2.5,9.7,-0.2,0.4,-0.8,-4.1
O=[N+]([O-])c1cc(S(=O)(=O)/N=C(/c2ccccc2)N2CCOCC2)ccc1Cl,2.1,-5.4,-3.0,-11.1,-2.8,15.3,-0.8,-2.9,-0.6,0.5
C/C(=N\NC(=O)C12CCC(C)(C(=O)O1)C2(C)C)c1ccccc1O (configuration not stated),6.6,-18.1,-0.7,4.9,-2.9,3.7,1.4,-1.9,0.2,-2.2
CCn1c(=O)n(CC)c2cc(S(N)(=O)=O)ccc21,-3.6,9.3,-1.4,-6.8,4.9,7.6,-0.1,·,0.8,4.7
COc1ccccc1CCNC(=O)c1ccc2nc[nH]c2c1,1.5,0.2,0.3,-1.9,1.9,-1.5,0.8,-1.5,1.8,-3.2
Cc1cccc(NC(=O)c2ccc3nccnc3c2)n1,-1.6,-14.3,-1.1,-2.4,-9.4,7.7,1.1,·,-3.6,-2.3
Cc1ccc2nc(CSc3nnc(-c4ccncc4)n3C)cc(=O)n2c1,-6.2,15.9,-2.0,-6.2,-0.6,9.4,1.5,8.1,-6.2,2.5
Cc1ccc(NC(=S)N(CCN(C)C)Cc2cc3cc(C)cc(C)c3[nH]c2=O)cc1,2.5,-2.6,-3.1,-15.1,-5.5,15.7,1.5,-0.9,-2.3,3.4
COc1ccc(S(=O)(=O)NCCC(=O)NC(C)c2ccccc2)cc1 (configuration not stated),-1.5,2.1,1.2,-7.6,1.2,-6.8,1.7,-2.8,-0.9,-0.4
Cc1ccc(OCCCCN2CCC(C)CC2)cc1,1.2,-4.3,-2.2,-5.4,-3.5,9.8,-4.2,1.7,1.8,1.0
Cc1ccccc1OCC(=O)Nc1ccccc1C(=O)N1CCCCC1,1.0,-3.6,-0.3,-5.6,1.5,1.7,-0.5,0.8,4.8,-0.9
O=C(CN1c2cccc3cccc(c23)S1(=O)=O)Nc1ccc(S(=O)(=O)N2CCOCC2)cc1,-1.7,-13.5,-2.7,1.6,1.7,14.4,4.3,-3.6,-0.7,-1.9
CCOC(=O)N1CCN(C(=O)Nc2ccc3nc(C)sc3c2)CC1,-5.1,-3.6,-1.1,-11.8,-4.2,6.7,1.4,·,-2.3,0.1
O=C(O)c1ccc(F)c(S(=O)(=O)Nc2ccccc2)c1,-3.4,-5.5,-1.2,-5.2,-2.8,6.0,-1.3,-2.8,-3.2,-2.9
C(=N\Nc1nc2ccccc2[nH]1)/c1cccc2cccnc12,-4.6,-0.5,-0.7,5.1,-0.6,3.6,-0.6,·,3.1,2.2
CCc1ccc(NS(=O)(=O)c2ccc(C)c(C(=O)N3CCOCC3)c2)cc1,8.4,-21.6,-0.8,1.2,-3.2,3.3,-1.0,-0.5,0.9,1.7
CC(CC(=O)Nc1cccnc1)c1ccccc1 (configuration not stated),-3.0,-16.2,0.4,-15.0,3.0,-1.9,0.9,-2.9,-3.7,-0.5
COc1ccc(-c2csc(NC(=O)C3CSC4(C)CCC(=O)N34)n2)cc1 (configuration not stated),0.5,4.6,-3.4,-9.4,-2.4,12.7,-2.9,2.6,1.6,-2.5
COc1nc(N)c(S(=O)(=O)c2ccccc2)cc1C#N,1.1,1.1,-2.5,-3.5,0.9,13.4,-1.2,·,1.9,1.0
C[C@H](NC(=O)[C@@H]1Cc2ccccc2CN1)C(=O)NC1CCCC1,-1.2,-14.6,-1.7,-7.6,-3.5,9.0,0.6,-6.3,-0.2,1.3
Cc1cc(C)nc(Nc2ncc(O)n2-c2ccc(C)c(C)c2)n1,2.3,-29.2,-2.7,-3.8,0.4,14.0,-1.4,0.5,-0.5,-1.0
COC(=O)c1ccc(CSc2nnnn2-c2ccccc2)o1,-2.1,8.8,-2.8,1.9,-3.3,11.9,1.2,·,-3.2,0.5
CCc1cc(C(=O)OC)c(NC(=O)c2cc(Br)cs2)s1,-1.0,-4.3,0.5,-5.1,-7.1,-2.7,0.0,·,2.3,-2.6
CN(C(=O)COC(=O)c1ccc(=O)n(Cc2ccccc2)n1)c1ccccc1,3.2,34.5,-0.8,0.8,-0.8,4.0,-0.9,-3.7,7.0,-2.0
CCc1ccc(Nc2n[n+](C)c(-c3ccncc3)s2)cc1,3.5,-23.2,0.4,2.7,1.2,-2.0,0.3,-1.2,5.8,3.3
